TNAP inh hiacc = human TNAP enzyme inhibitors, primary screen, biochemical, luminescent, high phosphate acceptor level, uHTS. 200,000 compounds, 0.03% hits. Alkaline phosphatase, tissue-nonspecific isozyme (Homo sapiens), P05186. purified TNAP, CDP-star luminescence, 1 M DEA. AID 1135, 2008. inhibition, % at 20 µM;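 active = over 50% inhibition of tissue-nonspecific alkaline phosphatase at 20 µM in the single-dose screen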;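 also: plate controls were DMSO wells for no effect and EDTA-quenched wells as full inhibition for full effect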
G6PDH counter = L. mesenteroides G6PDH inhibitors, counter-screen for G6PDH-coupled screening assays, biochemical, Leuconostoc mesenteroides enzyme; Purified L. mesenteroides G6PDH, diaphorase/resazurin coupled fluorescence, 45 min; inhibition, % at 5 µM; 200,000 compounds, 0.12% hits; in the data active = inhibition above about 50%
PMI act satM6P = human PMI activators, high substrate, primary screen, biochemical, fluorescence intensity, near-saturating mannose 6-phosphate. Mannose-6-phosphate isomerase (Homo sapiens), P34949. coupled PMI enzyme assay, resazurin fluorescence, 20 min; stronger effect = higher value; 1 = untreated enzyme, 0 = substrate-free blank. activation factor at 20 µM. 190,000 compounds, 0.34% hits. AID 1216, 2008;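 active = activation factor of 2 or more at 20 µM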
Target sequence (P34949 whole entry, looked up): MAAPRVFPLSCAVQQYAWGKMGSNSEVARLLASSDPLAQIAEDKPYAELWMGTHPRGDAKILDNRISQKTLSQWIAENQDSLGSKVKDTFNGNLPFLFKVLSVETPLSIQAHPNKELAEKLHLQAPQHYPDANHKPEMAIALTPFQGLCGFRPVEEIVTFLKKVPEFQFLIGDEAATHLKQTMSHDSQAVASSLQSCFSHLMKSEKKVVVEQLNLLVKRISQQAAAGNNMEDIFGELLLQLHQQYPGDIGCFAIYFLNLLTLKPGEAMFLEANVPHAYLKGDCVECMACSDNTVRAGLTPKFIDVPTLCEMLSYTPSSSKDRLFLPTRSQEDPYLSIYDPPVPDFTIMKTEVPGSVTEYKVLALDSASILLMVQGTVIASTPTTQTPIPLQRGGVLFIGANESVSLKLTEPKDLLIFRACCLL
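Test system: human phosphomannose isomerase with PGI, G6PDH, diaphorase coupling enzymes; amount: 15 ng/mL PMI; incubation: enzyme reaction with compound 20 min at room temperature; technique: resorufin fluorescence (Ex 544/Em 590 nm) from resazurin via diaphorase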
Efa HMGR inh = inhibitors of E. faecalis class II HMGR, primary screen, biochemical, Enterococcus faecalis; 190,000 compounds, 0.41% hits; inhibition, % at 10 µM; AID 1066, 2008; purified E. faecalis HMGR, NADPH absorbance 340 nm kinetic;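 active = inhibition above a set limit, the median over all tested compounds plus 3 SD, cut at about 9.5% in these data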;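 also: enzyme runs in reverse so mevalonate oxidation gives rising NADPH absorbance; 0% = complete reaction with DMSO and 100% = background rate lacking mevalonate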
Diaphorase inh = diaphorase inhibitors and chemical oxidizers, primary screen, counter-screen for diaphorase-coupled primary assays, biochemical, uHTS, resorufin fluorescence; AID 1217, 2008; inhibition, % at 20 µM; diaphorase resazurin-to-resorufin fluorescence, NADH, 16 min; bacterial (C. kluyveri) enzyme, not human; 190,000 compounds, 0.69% hits;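 active = primary screen inhibition at 20 µM above a set limit, cut at about 50% in these data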;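 also: plate controls were DMSO with full reaction for no effect and wells lacking NADH for full effect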
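controls = No-NADH positive control and DMSO neutral control | system = Clostridium kluyveri diaphorase enzyme | timing = reaction incubation of 16 min at room temperature | signal = resorufin fluorescence 544/590 nm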
FLuc stim CS = FLuc activators, initial screening, artefact control for FLuc-dependent activation tests, biochemical, ATPlite luminescence; 200,000 tested, under 10 active; AID 1027, 2008; activation factor at 10 µM; Luciferin 4-monooxygenase (Photinus pyralis), P08659; ATPlite luciferase biochemical, 10 min; 0 = ATP-free wells, 1 = DMSO control;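 active = luciferase activation factor, scaled between plate controls, of at least 2 with compound at 10 µM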
Target sequence (P08659 whole entry, looked up): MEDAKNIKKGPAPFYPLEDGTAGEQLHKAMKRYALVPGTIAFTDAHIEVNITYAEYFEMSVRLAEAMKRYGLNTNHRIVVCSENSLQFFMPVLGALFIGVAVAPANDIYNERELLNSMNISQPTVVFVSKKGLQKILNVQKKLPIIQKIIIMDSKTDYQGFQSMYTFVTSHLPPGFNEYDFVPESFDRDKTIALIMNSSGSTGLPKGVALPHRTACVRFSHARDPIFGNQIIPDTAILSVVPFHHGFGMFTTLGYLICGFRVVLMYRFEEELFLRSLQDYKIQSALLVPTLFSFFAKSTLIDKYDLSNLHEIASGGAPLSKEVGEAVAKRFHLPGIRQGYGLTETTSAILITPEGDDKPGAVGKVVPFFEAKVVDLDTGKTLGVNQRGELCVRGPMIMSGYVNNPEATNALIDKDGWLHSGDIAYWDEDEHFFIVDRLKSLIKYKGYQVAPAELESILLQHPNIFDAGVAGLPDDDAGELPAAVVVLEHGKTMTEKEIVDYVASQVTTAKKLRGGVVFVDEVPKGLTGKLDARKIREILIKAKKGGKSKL
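test system = cell-free luciferase reagent | medium = PBS as buffer for the ATP substrate | dosing = test compounds dosed from 2 mM stocks in 100% DMSO | incubation = 10 min at ambient temperature | detection = luminescence measurement of luciferase light output | benchmarks = low control with PBS replacing ATP, high control enzyme plus ATP without compound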
Diaph act CS = compounds boosting diaphorase resazurin reduction – biochemical, uHTS, resorufin fluorescence, counter-screen for diaphorase-coupled primary assays, primary screen. Diaphorase/resazurin coupled assay, 16 min; stronger effect = higher value; 1 = vehicle wells, 0 = NADH-free wells. activation factor at 20 µM. 190,000 compounds, 0.005% hits. AID 1229, 2008;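 active = diaphorase activity raised at least twofold by the compound at 20 µM; inactive = activation factor below 2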
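Material: Clostridium kluyveri diaphorase, purified enzyme; Quantity: enzyme 0.07 U/mL final; Medium: HEPES pH 7.4 buffer with MgCl2 and Tween 20; Dosing: single compound dose of 20 µM, 1% DMSO final; Schedule: 16 min reaction at room temperature; Measured by: red resorufin fluorescence at 544/590 nm excitation/emission.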
PMI activator = activators of human PMI, primary screen, biochemical, fluorescence intensity, near-Km mannose 6-phosphate; Mannose-6-phosphate isomerase (Homo sapiens), P34949; activation factor at 20 µM; AID 1214, 2008; purified human PMI, coupled resazurin fluorescence, 20 min; stronger effect = higher value; 1 = vehicle control, 0 substrate-free wells; 190,000 compounds, 0.005% hits;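 active = activation factor of 2 or more at 20 µM, relative to plate controls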
TNAP inh noacc = human TNAP enzyme inhibitors, primary screen, biochemical, luminescent, no phosphate acceptor, uHTS; Alkaline phosphatase, tissue-nonspecific isozyme (Homo sapiens), P05186; purified TNAP, CDP-star luminescence, 30 min; inhibition, % at 20 µM; 200,000 compounds, 0.26% hits; AID 1012, 2008;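 active = tissue-nonspecific alkaline phosphatase inhibition above about 50% at 20 µM in the single-dose screen, limit read from the data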;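 also: 0% = DMSO negative control and 100% = EDTA positive control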
TNAP act hi DEA = TNAP activators at high phosphate acceptor level, primary screen, biochemical, luminescence, uHTS. Alkaline phosphatase, tissue-nonspecific isozyme (Homo sapiens), P05186. activation factor at 20 µM. AID 1136, 2008. 200,000 tested, under 10 active. purified TNAP, CDP-star luminescence, 1 M DEA, 30 min; stronger effect = higher value; 0 = EDTA background, 1 = DMSO-only activity;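 active = activation factor at least 2 at 20 µM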
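Control set: EDTA negative control, DMSO positive control / Assay system: human TNAP / Quantity: TNAP 1/800 final / Evaluation: TNAP activation factor scaled between EDTA and DMSO control wells / Measured by: luminescent substrate turnover signal / Compound dosing: one dose, 20 µM / Times: 30 min enzyme reaction at room temperature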
An asterisk follows results filed as active.

item	Structure	TNAP inh hiacc	G6PDH counter	PMI act satM6P	Efa HMGR inh	Diaphorase inh	FLuc stim CS	Diaph act CS	PMI activator	TNAP inh noacc	TNAP act hi DEA
1	Cc1nn(C)c(N)c1C(O)(c1nccn1C)C(F)(F)F (stereo unspecified)	-6.2	12.1	1.1	1.8	-3.1	1.1	1	1.1	-1.2	1.1
2	CCN1C(=O)/C(=C\N2CCOCC2)SC1=S	-4.9	2.4	1.1	-1.7	-7.1	1	1.1	1.1	-25.1	1
3	Cc1ccc(S(=O)(=O)Cn2nnnc2C(c2ccccc2)N2CCN(c3ccccc3)CC2)cc1 (stereo unspecified)	-4.5	0.6	0.9	0.0	22.4	1.1	0.8	0.8	-9.1	1
4	CNC(=O)CC1C(=O)N(c2ccc(Cl)cc2)C(=S)N1CCc1ccc(OC)c(OC)c1 (stereo unspecified)	-5.0	1.9	1	0.0	8.2	1.1	0.9	1	-14.3	1.1
5	CSCC[C@H](NC(=O)OC(C)(C)C)c1nnc(SCc2ccccc2)o1	-5.0	5.9	1.1	0.1	-5.0	1	1.1	1.1	-14.2	1.1
6	Cc1cccc(CSCc2ccc(C(=O)NC3CCCC3)o2)c1	-4.5	2.5	1.1	-3.5	-1.2	1.1	1	1	-10.7	1
7	CCOc1cc(/C=C2/NC(=O)NC2=O)cc(Br)c1OCc1ccc(C(=O)O)cc1	-1.7	-5.9	0.9	-2.8	15.5	1	0.8	1	-1.4	1
8	CN(C)/C=N/NC(=O)c1ccccc1	2.0	11.4	1	-0.3	6.9	1	0.9	0.9	-3.2	1
9	CCc1nc2cc(C)nn2c2nc3ccccc3n12	2.7	-1.6	0.9	-1.8	14.2	1	0.9	1	-9.6	1
10	O=c1c2c(-c3ccc(Cl)cc3)csc2nc2n1CCC2	-0.2	6.5	1	-0.9	7.4	1	0.9	1	-5.9	1
11	COc1nc(C)nc2c1sc(=S)n2C	-2.0	6.6	1	-1.6	1.6	1	1	0.9	-7.9	1
12	CS(=O)(=O)c1ccc2nc(NC(=O)CS(=O)(=O)Cc3ccccc3)sc2c1	-1.2	6.3	1	-3.0	-9.0	0.9	1.1	1.1	-9.8	1
13	CC/S(CC1CC1(Cl)Cl)=N\S(=O)(=O)c1ccc(C)cc1 (stereo unspecified)	1.0	3.4	1	-0.1	9.9	1.1	0.9	1	-6.5	1
14	O=C(CCCOc1ccc(Cl)cc1Cl)NCCCO	-3.1	0.3	1.1	-2.8	-10.1	1	1.1	1	-10.0	1
15	Cc1cccc(C)c1NS(=O)(=O)c1ccc(F)cc1	-5.8	2.8	1	-3.4	8.9	1.1	0.9	1	-7.5	1.1
16	COC(=O)c1sc(=S)sc1C(=O)OC	-9.6	5.4	1	-5.0	16.4	1.1	0.8	1	4.7	1.1
17	CCN1C(=O)CS/C1=C(\C#N)S(=O)(=O)c1ccccc1	0.7	2.4	1.2	-2.1	15.0	1.2	0.8	1.1	-7.1	1
18	N=c1c2cn[nH]c2nc(SCC(=O)c2ccc(Br)cc2)n1-c1ccc(Br)cc1	-4.9	-5.7	1	3.4	1.7	1.1	1	1	-74.4	1
19	Cc1cc(C)cc(NC(=S)N2CCN(CCO)CC2)c1	-4.1	10.5	1	2.7	-3.9	1.1	1	1.1	-2.4	1
20	S=c1[nH]nc(CCc2nc3ccccc3[nH]2)n1-c1cccc(Cl)c1	1.4	11.7	0.9	-8.7	29.2	1	0.7	0.9	-32.8	1
21	CN(C)c1cc[n+](CC(=O)N2c3ccccc3Sc3ccccc32)cc1	-5.9	3.0	1	0.5	13.7	1.1	0.9	1	-9.7	1.1
22	C=CCNC(=O)/C(=C/c1ccccc1OCC)NC(=O)c1ccccc1	1.3	-11.9	1.1	-1.2	2.7	1.1	1	1	-13.8	1
23	O=c1c2cc(NC(=S)N3CCCCCC3)ccc2nc2n1CCCCC2	-6.5	3.8	1	-4.5	22.1	1.1	0.8	1	-14.2	1.1
24	CC1CCN(C(=O)Oc2ccccc2)CC1	0.5	3.6	0.9	-0.3	35.9	1	0.6	0.9	-11.8	1
25	O=C(COC(=O)CCSc1ccc(Cl)cc1)NCc1ccccc1Cl	0.1	-4.6	0.8	-5.3	7.8	1	0.9	0.9	-9.5	1

Whole records, quoted from the list. Order of screens: TNAP inh hiacc | G6PDH counter | PMI act satM6P | Efa HMGR inh | Diaphorase inh | FLuc stim CS | Diaph act CS | PMI activator | TNAP inh noacc | TNAP act hi DEA
CCN1C(=O)/C(=C\N2CCOCC2)SC1=S across the screens: -4.9 | 2.4 | 1.1 | -1.7 | -7.1 | 1 | 1.1 | 1.1 | -25.1 | 1
CCOc1cc(/C=C2/NC(=O)NC2=O)cc(Br)c1OCc1ccc(C(=O)O)cc1 across the screens: -1.7 | -5.9 | 0.9 | -2.8 | 15.5 | 1 | 0.8 | 1 | -1.4 | 1

More compounds:
item	Structure	TNAP inh hiacc	G6PDH counter	PMI act satM6P	Efa HMGR inh	Diaphorase inh	FLuc stim CS	Diaph act CS	PMI activator	TNAP inh noacc	TNAP act hi DEA
26	COCCCn1c(=S)[nH]c2ccc(N3CCOCC3)cc2c1=O	-4.7	-17.1	1.4	-7.9	30.5	1	0.7	1.1	1.8	1
27	CCc1nc2ccccc2n1CC(O)COCC1CC=CCC1 (stereo unspecified)	-1.5	6.4	1	4.3	7.5	1.1	0.9	1	-5.5	1
28	CCCC(=O)N(C)c1nnc(-c2ccc(OC)cc2)s1	-2.8	4.1	1	4.5	4.3	0.7	1	1	8.8	1
29	CCOc1cccc2cc(C(C)=O)oc12	-1.2	11.0	1.1	-2.3	-16.6	1	1.2	1.1	6.3	1
30	CC(On1c(-c2ccccc2)nc2ccc(Cl)cc21)C(=O)O (stereo unspecified)	1.0	1.8	1.1	-0.5	-0.7	1	1	1.1	-5.4	1
31	O=C(Cc1n[nH]c(=O)c2ccccc12)NCc1ccccc1	-4.8	3.2	1.1	-5.1	-0.2	1	1	1.1	-8.9	1
32	Cc1ccsc1-c1ccnc(-n2cccc2)n1	0.4	-0.8	1	0.9	-7.6	1	1.1	1	-6.2	1
33	CCOc1cc(/C=N\NC(=O)c2ccc(NC(=O)CC)cc2)ccc1OC(=O)c1ccccc1	-7.7	3.2	1.1	8.8	1.3	1.1	1	1.1	-11.2	1.1
34	COc1ccc(-n2c(C)nc3cc(C(=O)N4CCOCC4)ccc32)cc1	-1.8	10.8	1	-3.5	13.1	1	0.9	0.9	-12.4	1
35	Cc1cccc(-c2nc3ccccc3c3nncn23)c1	-6.7	-3.2	1	-1.9	12.6	1.1	0.9	1	-18.2	1.1
36	CC(C)[C@@H]1NC(=O)c2cc([N+](=O)[O-])cc(I)c2NCCCC[C@@H](C(=O)NC(CC(=O)O)C(N)=O)NC(=O)[C@H](CO)NC1=O (stereo partly specified)	3.7	11.0	1.1	-5.6	11.5	1.1	0.9	1.1	-4.3	1
37	OCCCCNCc1ccc(OCc2ccc(Cl)cc2)cc1	-9.3	-4.4	1.1	3.2	-13.8	1.1	1.1	1.1	-2.6	1.1
38	CN(CCc1cnn(C)c1)Cc1nc(CC2CC2)no1	-3.8	8.2	1	-0.9	14.1	1.1	0.9	1	-4.8	1
39	CN(C)/N=C1\CCS(=O)(=O)c2sccc21	-1.7	2.0	0.8	0.6	17.3	1	0.8	0.9	1.8	1
40	O=C(Cc1c(Cl)cccc1Cl)Nc1cccnc1	-0.6	3.4	1	-0.8	7.1	1	0.9	1.1	-5.6	1
41	Cc1ccc(-c2csc(NC(=O)/C=C/c3ccco3)c2C(=O)O)cc1	-5.7	5.5	0.9	0.7	2.5	0.4	1	1	-8.8	1.1
42	CCNC(=O)NC(=O)C(C)Sc1ncc(C(F)(F)F)cc1Cl (stereo unspecified)	-6.8	0.3	1	-2.9	17.6	1	0.8	1	-9.5	1.1
43	CCOC(=O)c1nn(-c2cccc(OC)c2)c2nc(Nc3ccccc3)cc(=O)n12	-6.2	-8.7	1	-2.8	14.5	1.1	0.9	1	-6.5	1.1

3 entries already listed, sorted by their value in PMI activator, highest first:
No.	structure	TNAP inh hiacc	PMI act satM6P	Efa HMGR inh	FLuc stim CS	PMI activator	TNAP inh noacc	TNAP act hi DEA
31	O=C(Cc1n[nH]c(=O)c2ccccc12)NCc1ccccc1	-4.8	1.1	-5.1	1	1.1	-8.9	1
35	Cc1cccc(-c2nc3ccccc3c3nncn23)c1	-6.7	1	-1.9	1.1	1	-18.2	1.1
39	CN(C)/N=C1\CCS(=O)(=O)c2sccc21	-1.7	0.8	0.6	1	0.9	1.8	1
